Compound activity: PubChem, The Scripps Research Institute Molecular Screening Center
TAAR1 ag = human TAAR1 agonism. Q96RJ0. CHO RD-HGA16 TAAR1, Fluo-8 calcium fluorescence; vehicle wells 0%, saturating PEA agonist 100%. activation, % at 3 µM. hit rate 0.99% among 360,000. AID 624467;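 active = activation above the mean activation of all test compounds in the run plus 3 SD, cut at about 38% in these data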
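Test system: RD-HGA16 (CHO) cells co-expressing Gα16 and hTAAR1 | Doses: Single dose, 3 µM | Schedule: 17-24 h seeding, 75 min 37 °C dye, 30 min RT | Evaluation: % activation from peak over basal fluorescence ratio, DMSO-to-PEA scaled | Technique: Kinetic Fluo-8 calcium fluorescence | Benchmarks: Low control DMSO, high control PEA (EC100)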
V1R ag counter = V1a receptor agonism, counter-screen for OXTR agonists. P37288. CHO-V1R cells, Fluo-8 calcium fluorescence, agonist mode; 0% DMSO, 100% 3 nM vasopressin. activation, % at 3 µM. hit rate 0.25% among 320,000;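 active = activation above the mean activation of all tested compounds plus 3 SD, per screening run, cut at about 20% in these data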;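 note: signal is peak over basal fluorescence ratio across a 100 second FLIPR read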
Target sequence (P37288 whole entry, looked up): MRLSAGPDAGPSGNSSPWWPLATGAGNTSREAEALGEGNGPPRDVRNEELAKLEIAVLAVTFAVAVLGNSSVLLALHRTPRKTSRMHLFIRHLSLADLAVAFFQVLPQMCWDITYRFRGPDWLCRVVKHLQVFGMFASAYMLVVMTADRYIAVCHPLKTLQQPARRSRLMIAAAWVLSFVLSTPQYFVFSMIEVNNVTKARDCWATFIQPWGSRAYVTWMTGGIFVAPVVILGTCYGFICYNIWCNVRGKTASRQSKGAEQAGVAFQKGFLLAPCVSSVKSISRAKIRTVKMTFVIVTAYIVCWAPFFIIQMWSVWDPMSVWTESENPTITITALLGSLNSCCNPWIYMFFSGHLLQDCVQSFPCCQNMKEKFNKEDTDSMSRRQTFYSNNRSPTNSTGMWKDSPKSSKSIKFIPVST
CHO parental Ca = signal in parental CHO cells, OX1R antagonist counter-screen | parental CHO-K1, ATP-induced calcium, Fluo-8 fluorescence | inhibition, % at 5.6 µM | hit rate 0.63% among 330,000;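 active = inhibition above that plate's mean sample inhibition plus 3 SD, cut at about 26% in these data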;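 note: 0% = ATP-challenged DMSO wells and 100% = DMSO wells without ATP; some compounds past the cut are filed as inactive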
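Measured by: calcium-sensitive Fluo-8 fluorescence / Test system: CHO parental line / Controls: ATP-challenged DMSO wells low, unchallenged DMSO wells high / Measure: % inhibition / Compound: single nominal dose of 5.6 µM per compound / Replicates: single well per compound, no replicates / Reagent: ATP as calcium-mobilizing challenge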
CHRM1 agonist = agonists of human M1 muscarinic receptor | CHO-K1 hM1, Fluo-8 calcium fluorescence, agonist mode; 0% DMSO, 100% acetylcholine EC100 | activation, % at 3 µM | hit rate 0.33% among 360,000;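 active = activation above the run's mean compound activation plus 3 SD, cut at about 16% in these data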;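 note: peak over basal fluorescence ratio within a 140 s kinetic read after compound addition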
Target sequence (P11229 whole entry, looked up): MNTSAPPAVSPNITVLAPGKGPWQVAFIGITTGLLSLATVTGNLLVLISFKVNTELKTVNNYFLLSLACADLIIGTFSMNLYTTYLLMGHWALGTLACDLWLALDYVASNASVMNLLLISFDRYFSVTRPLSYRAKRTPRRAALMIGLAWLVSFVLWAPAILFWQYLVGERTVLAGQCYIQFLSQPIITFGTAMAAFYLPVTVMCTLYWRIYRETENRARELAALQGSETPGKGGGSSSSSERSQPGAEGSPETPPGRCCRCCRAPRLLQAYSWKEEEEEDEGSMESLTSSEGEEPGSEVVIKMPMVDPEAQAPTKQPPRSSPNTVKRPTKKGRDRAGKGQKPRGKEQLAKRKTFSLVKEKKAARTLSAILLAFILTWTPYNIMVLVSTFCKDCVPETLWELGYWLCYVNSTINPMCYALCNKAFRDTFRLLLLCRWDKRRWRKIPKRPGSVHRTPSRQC
CHRM1 PAM = positive allosteric modulators of human M1 muscarinic receptor; P11229; CHO-K1 hM1, Fluo-8 calcium fluorescence, ACh EC20; 0% = ACh EC20, 100% = maximal ACh; activation, % at 3 µM; hit rate 0.088% among 360,000; AID 588819; in the data active = activation above about 19%, passing the limit was not always enough
TAAR1 antag = antagonists of human TAAR1 | Q96RJ0 | CHO RD-HGA16 TAAR1, Fluo-8 calcium fluorescence, antagonist | inhibition, % at 3 µM | hit rate 1.5% among 360,000 | AID 624466;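 active = inhibition above a per-plate cutoff, the mean inhibition of test compounds on that plate plus 3 SD, cut at about 49% in these data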;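 note: 0% = DMSO plus EC80 beta-PEA response and 100% = DMSO alone without agonist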
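Assay system: CHO-derived RD-HGA16 cells stably expressing human TAAR1 plus Gα16. Timing: 140 s kinetic read after compound, 140 s after agonist. Technique: kinetic Fluo-8 calcium fluorescence measurement. Measure: % inhibition of agonist calcium response.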
CHRM1 antagonist = antagonists of human M1 muscarinic receptor; P11229; CHO-K1 hM1, Fluo-8 calcium fluorescence, ACh EC80 antagonist; inhibition, % at 3 µM; hit rate 1.3% among 360,000;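 active = percent inhibition above its own plate's cutoff, namely the mean of that plate's compound wells plus 3 SD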;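 note: peak over basal fluorescence ratio during 140 s after agonist addition; 0% = ACh EC80 plus DMSO and 100% = DMSO alone without agonist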
OXTR ag = activates the human oxytocin receptor; P30559; CHO-OTR cells, Fluo-8 calcium fluorescence; normalized: DMSO 0%, oxytocin 100%; activation, % at 3 µM; hit rate 0.32% among 320,000; AID 2435;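 active = activation above the mean of all tested compounds plus 3 SD, cutoff set per screening run, cut at about 20% in these data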;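 note: peak over basal fluorescence ratio from a 100 s FLIPR kinetic read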
OXTR potentiate = potentiates the human oxytocin receptor response | P30559 | CHO-OTR cells, Fluo-8 calcium fluorescence, potentiator mode; 0% = oxytocin EC15, 100% = EC100 | activation, % at 3 µM | hit rate 0.061% among 320,000 | AID 2445;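 active = activation above that plate's cutoff, the mean activation of tested compounds plus 3 SD, cut at about 6.6% in these data, passing the limit was not always enough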;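 note: 100% uses oxytocin at 75 nM as the full agonist control; some results filed as inactive read as strong as hits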
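Dosing: Single dose, 3.0 µM nominal final compound concentration | Material: Human OTR in CHO cells | Technique: Kinetic Fluo-8 calcium fluorescence | Benchmarks: EC15 oxytocin alone as 0%, 75 nM oxytocin as 100% | Probe or stimulus: Oxytocin at about EC15, sub-maximal agonist stimulus | Incubation: Compound 6 min at room temperature before oxytocin, 100 s read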
An asterisk follows results filed as active; x = no result given.

SMILES	TAAR1 ag	V1R ag counter	CHO parental Ca	CHRM1 agonist	CHRM1 PAM	TAAR1 antag	CHRM1 antagonist	OXTR ag	OXTR potentiate
N#Cc1c(NC(=O)C2CC(c3ccccc3O)=NO2)sc2c1CCC2 (configuration not stated)	1	2.6	-16	-1	4	-3	5	2.2	11
Cc1ccc(OC(=O)c2ccc(C)c([N+](=O)[O-])c2)cn1	12	-0.1	-7	-3	-4	6	24	0.9	-10
O=C(NCc1cccc(Br)c1)c1cc(-c2ccccc2)nn1CC1CC(c2cccnc2)=NO1 (configuration not stated)	16	-1.5	-17	-7	-11	56*	7	0.2	-8
COc1cccc(-c2noc(-c3ccc4c(c3)OCO4)n2)c1	2	0.9	-5	-2	6	6	-13	1.5	1
CS(=O)(=O)N(CC(=O)NCCSCc1ccccc1Cl)c1ccccc1F	2	1.2	-7	-1	6	3	-6	-0.9	-11
COc1ccccc1C1CC(=O)NC(C)=C1C(=O)OC(C)C (configuration not stated)	2	-1.3	-13	-6	4	-15	-4	-2.6	-2
CCCC(=O)NC(=S)NNC(=O)c1ccc([N+](=O)[O-])cc1	4	0.6	0	-5	4	-26	-9	-0.6	-4
CCN(C(=O)c1ccc2c(SCC(=O)O)c3c(nc2c1)CCC3)c1cc(Cl)ccc1OC	0	0.4	-2	-3	6	-14	2	0.5	2
COC(=O)c1sccc1NC(=O)c1ccc(Br)s1	15	-0.8	-7	-3	5	6	-10	0.0	-2
O=C(c1cc(Cl)nc2ccccc12)N1CCN(S(=O)(=O)c2cccc(F)c2)CC1	3	-1.4	-11	0	6	3	-6	0.8	-5
CCN(CC(=O)Nc1ccc(OC)cc1)CC(=O)Nc1ccc(Br)cc1F	9	2.9	-11	-8	10	0	-10	1.2	-5
O=C(Nc1cccc(C(=O)Nc2ccccc2F)c1)c1ccccc1	3	1.3	-13	-2	7	24	-11	-0.9	-6
COC(=O)CC1(c2ccc(OC)cc2)C(=O)c2ccccc2C1=O	0	0.5	-19	-6	6	-30	-10	-0.4	-8
COc1cc(C(=O)Nc2ccc(OCC(=O)N3CCOCC3)cc2C)cc(OC)c1OC	12	0.2	2	-3	4	3	0	-0.6	-11
Cc1noc(C)c1C(=O)Nc1nc2ccc(S(C)(=O)=O)cc2s1	3	2.4	-9	-1	1	-13	-2	-0.1	-12
Cc1nn(CC(=O)N2CCN(c3ccccn3)CC2)c(=O)c2cc3sccc3n12	x	-0.6	8	-1	11	x	-10	-0.8	-12
O=C(Cn1ncc2c([nH]c3ccccc32)c1=O)NCC1CCN(Cc2ccc(F)cc2)CC1	-1	0.5	-9	-5	2	-3	7	-0.5	-3
CCOc1ccccc1C(=O)Nc1nnc(C(C)C)s1	4	0.0	-15	-6	-10	-16	14	-1.6	-4
COc1cccc(Oc2nc(N)ncc2[N+](=O)[O-])c1	4	-0.6	-7	-3	8	3	-11	0.1	-20
COc1ccc(C(=O)Nc2nnc(S(=O)(=O)Cc3ccc(F)cc3)s2)cc1	2	3.2	-3	0	8	-14	-7	3.1	0
C[C@H](CO)N1C[C@H](C)[C@@H](CN(C)S(=O)(=O)c2cccs2)Oc2c(NC(=O)c3ccncc3)cccc2C1=O	3	1.7	-5	-10	3	8	-1	1.6	0
Cc1ccc(C(=O)NNC(=O)c2ccccc2O)cc1S(=O)(=O)N1CCCCC1	3	3.3	-23	0	0	7	2	-0.1	-9
Cc1ccc(NC(=O)c2ccc3ncsc3c2)cc1S(=O)(=O)N(C)C	4	-0.8	-25	x	x	-5	x	-1.3	-4
CC1(C)C(C(N)=O)C(=O)NC(=O)C1C(N)=O (configuration not stated)	2	x	x	-2	2	-9	1	x	x
CCC(C)[C@H](NC(=O)c1cc2cc(Cl)ccc2n1C)C(=O)N1CCC(C(=O)O)CC1 (some centres not stated)	-2	0.3	-9	-6	3	-1	-7	1.5	-10
Nc1nc2cc(Cl)ccc2n1N	0	x	x	-7	3	-10	-2	x	x
O=C(N/N=C/c1coc2ccccc2c1=O)c1cc(Br)ccc1O	1	1.1	-4	-3	0	-8	2	1.9	3
COc1ccccc1C(=O)NC(C)c1nc2ccccc2[nH]1 (configuration not stated)	5	0.4	0	-4	10	2	-14	0.8	-16
Cc1cc(Cl)ccc1C(O)c1ncc(-c2ccccc2Cl)[nH]1 (configuration not stated)	2	x	x	-4	-4	2	3	x	x
O=C(COC(=O)c1c2c(nc3ccccc13)CCCCC2)c1ccc(Cl)s1	0	-0.1	-22	-5	-7	7	-1	-1.0	-14
NC(=O)CSc1nnc(Cn2c(=O)sc3ccccc32)n1CCc1ccccc1	1	0.2	-24	-1	2	-2	-6	0.1	-2
O=C1CSC(=S)N1N=Cc1ccc(Cl)cc1Cl	6	x	x	0	14	-15	-14	x	x
Cc1ccccc1OCc1nnc(SCC(=O)O)n1Cc1ccccc1	-1	0.4	-12	-4	5	14	-9	-0.3	-7
COc1ccc(C2C(C(=O)Nc3ccccc3)=C(C)N=C3SCC(=O)N32)cc1 (configuration not stated)	10	2.2	5	-1	0	-2	0	1.4	-13
COc1ccccc1C(=O)Nc1ccc2nc(SCC(=O)N(C)C)sc2c1	3	1.7	-21	-9	11	2	-9	0.0	-11
O=C(CSc1nc(-c2ccccc2Cl)ns1)Nc1ccc2c(c1)OCO2	4	4.9	-10	-4	-5	27	6	2.3	-15
C[n+]1c(/C=C/c2ccc(O)cc2)ccc2ccccc21	0	1.0	-2	-9	0	-3	0	-0.1	-6
COc1ccc(N2CCN(CC(=O)Nc3sccc3C#N)CC2)cc1	1	-0.6	-8	-4	4	26	-5	-1.2	-6
Oc1ccc(N=Nc2cccc(Cl)c2)cc1C=Nc1ccc(N2CCOCC2)cc1	1	x	x	-3	-3	3	1	x	x
CCOC(=O)c1ccc(NC(=O)c2cccc(S(=O)(=O)N3c4ccccc4CC3C)c2)s1 (configuration not stated)	0	0.5	6	-3	-7	63*	11	1.0	-6
Cc1cccc(S(=O)(=O)N(C)C[C@H]2OCc3cnnn3CCCC(=O)N([C@H](C)CO)C[C@H]2C)c1	2	x	x	-1	3	-8	-10	x	x
Cc1c(C(=O)OCC(=O)NCc2ccccc2)oc2ccccc12	16	0.0	-4	-5	5	-6	-19	-1.9	-3
CCOC(=O)CCC(=O)N1CCNC(=O)C1	0	1.1	-6	-2	8	-1	-18	0.1	1
CS(=O)(=O)c1cccc(-c2ccc3nncn3c2)c1	2	x	x	-4	-1	-14	-7	x	x
O=P(O)(Cc1ccccc1)c1ccccc1	1	x	x	-2	8	-21	-13	x	x
N#Cc1ccccc1NC(=O)COC(=O)C1CCN(C(=O)c2ccc(Cl)cc2)CC1	1	3.2	-12	-2	8	8	-3	1.7	-6
C[C@@H]1O[C@@H](O[C@H]2[C@H](Oc3cc(O)c4c(c3)OC(c3ccc(O)cc3)CC4=O)O[C@H](CO)[C@@H](O)[C@@H]2O)[C@H](O)[C@H](O)[C@H]1O (some centres not stated)	1	0.6	8	-1	1	-18	-23	-0.2	-5
COc1ccc(NC(=O)c2c3c(nc4ccccc24)CCC3)cc1S(=O)(=O)N1CCOCC1	0	0.4	-16	5	4	12	5	-0.4	-4
CCOC(=O)C1CCN(C(=O)c2ccc(S(=O)(=O)Nc3ccccc3Cl)cc2)CC1	2	x	x	3	23	-5	-26	x	x
Cn1cnnc1SCC(=O)Nc1ccc2ccccc2c1	3	1.2	-5	-3	-3	10	-5	1.0	-5
Continuation:
SMILES	TAAR1 ag	V1R ag counter	CHO parental Ca	CHRM1 agonist	CHRM1 PAM	TAAR1 antag	CHRM1 antagonist	OXTR ag	OXTR potentiate
Cc1n[nH]c(=O)n1-c1ccc(Oc2ccccc2)cc1	3	0.2	-3	-4	7	-1	-4	-0.5	-7
CCc1nc2ccc(C(=O)N(CC)CCN(C)C)cn2c1N(C)Cc1cccs1	1	x	x	-8	14	-17	-19	x	x
Cc1cc(OC(=O)c2cccc(Br)c2)c([N+](=O)[O-])c(=O)[nH]1	3	0.5	-1	5	19	2	-11	-0.1	-7
CC(=O)N1CCc2c(sc(NC(=O)CCS(=O)(=O)c3ccccc3)c2C#N)C1	2	0.1	5	-5	8	1	-15	0.6	3
C=CCOc1ccc(C2NC(=O)NC(C)=C2C(=O)OC)cc1 (configuration not stated)	6	-0.1	-11	-2	12	-25	-10	-0.7	-8
Cc1c(Cl)c([N+](=O)[O-])nn1CCCC(=O)Nc1c(Cl)cccc1Cl	12	3.1	-10	-7	-5	8	10	0.6	-1
COC(=O)N(C)c1nc2ccccc2s1	2	0.2	-7	-4	8	7	-3	-0.3	-5
CCCC(C(=O)NC1CCCC1)N(C(=O)c1snc(C(N)=O)c1N)c1ccc(OCC)cc1 (configuration not stated)	6	-0.3	-20	1	20	-35	-13	-1.2	-4
O=c1[nH]c(CSc2nnc(-c3ccccc3)n2C2CCCCC2)nc2ccccc12	22	-1.4	-21	-1	1	9	-2	-1.4	-3
COc1cc(/C=N/NC(=O)C(=O)/C=C2\NC(C)(C)Cc3ccccc32)ccc1O	1	-1.6	-11	7	3	52*	-4	-2.3	2
Cc1csc2nc(COC(=O)c3cccc(N(C)C)c3)cc(=O)n12	3	5.5	-22	-5	-4	10	6	2.3	-6
CCC(=O)Nc1cc(C(=O)O)ccc1Sc1ccc(C)cc1	7	-0.7	-13	-3	10	-11	-15	-0.7	-24
CC(C)(C)c1cc(/C=N/O)cc(C(C)(C)C)c1O	32	-0.3	-9	-8	5	3	-7	-2.7	0
O=C(O)c1ccccc1NS(=O)(=O)c1cccc(C(F)(F)F)c1	16	0.1	-10	-3	3	6	-3	1.3	-2
CCc1nnc(NC(=O)c2ccc(-c3cc(C(F)(F)F)ccc3Cl)o2)s1	-1	0.2	-4	-4	8	19	-19	0.2	-6
Cc1ccccc1-c1nc(CN2CCC(C(=O)NCc3cccs3)CC2)c(C)o1	4	0.8	-19	0	6	-7	0	1.2	-16
CC(C)Cc1cc(C(=O)N2CCCC(CO)(Cc3ccc(F)cc3F)C2)n[nH]1 (configuration not stated)	21	9.6	-29	4	3	1	-10	5.0	-6
CC(C)OC(=O)CC1=NC(=O)CS1	4	0.4	2	-1	6	-11	-3	0.0	-7

Hits appear at their usual frequency (roughly 3.7% active in at least one column).
